cln2 rad14 – NCI yeast anticancer drug screen, S. cerevisiae cln2 rad14 strain | growth inhibition, % at 50 µM | actives 8.3% (n = 78,000) | AID 165;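 further: 0% = growth of vehicle-only cultures of the same strain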
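Each compound was tested on cln2 rad14 yeast. Inhibition of growth was calculated against vehicle-exposed controls.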
mec2-1 – NCI yeast anticancer drug screen, S. cerevisiae mec2-1 strain | AID 157 | % growth inhibition at 50 µM | actives 9% (n = 79,000);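 further: 0% = growth of vehicle-only cultures of the same strain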
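mec2-1 yeast strain, carrying an alteration in DNA damage repair or cell cycle control, was exposed to compounds; growth inhibition was measured relative to vehicle-treated controls.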
yeast sgs1 mgt1 – NCI yeast anticancer drug screen, S. cerevisiae sgs1 mgt1 strain; % growth inhibition at 50 µM; actives 10% (n = 78,000);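 further: 0% = growth of vehicle-only cultures of the same strain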
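Percent growth inhibition was derived by comparing compound-exposed mutant yeast with vehicle-exposed cultures. The strain carries alterations in DNA damage repair.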
bub3 – NCI yeast anticancer drug screen, S. cerevisiae bub3 mutant strain; AID 167; % growth inhibition at 50 µM; actives 9.9% (n = 78,000);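 further: 0% = growth of vehicle-only cultures of the same strain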
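Steps: expose the mutant yeast strain to compound; grow alongside vehicle-treated cultures; measure growth; express inhibition against the vehicle cultures.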
rad50 – NCI yeast anticancer drug screen, S. cerevisiae rad50 strain. growth inhibition, % at 50 µM. AID 155. actives 10% (n = 79,000);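 further: 0% = growth of vehicle-only cultures of the same strain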
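Genetically altered yeast (DNA repair pathway); compound treatment; growth inhibition vs vehicle ctrl.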
yeast mlh1 rad18 – NCI yeast anticancer drug screen, S. cerevisiae mlh1 rad18 strain. % growth inhibition at 50 µM. actives 11% (n = 79,000);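 further: 0% = growth of vehicle-only cultures of the same strain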
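Growth inhibition of the yeast strain was measured after compound exposure and expressed relative to vehicle-treated controls. The strain carries defined defects in DNA damage repair.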
Starred values were filed as active, the others as inactive; x = no result given; & = joins results of further samples. No stated cut-off is given here; in the data, active means growth inhibition above about 70%; inactive means the rest.

Preview, five compounds:
entry	Structure	cln2 rad14	mec2-1	yeast sgs1 mgt1	bub3	rad50	yeast mlh1 rad18
1	CCN(CC)CCNc1c2ccc(Cl)cc2nc2c1c(C)nn2C	21	9	19	33	-7	7
2	COc1cc2c(cc1OC)C(C)N(C)c1c-2c(OC(C)=O)cc2cc(OC)c(OC)cc12 (stereo not given)	20	87*	64	42	83*	70*
3	O=[N+]([O-])c1ccc(N=Cc2ccccc2)cc1	4	-31	13	16	2	6
4	C/C=C1\CN(C(=O)OC(C)(C)C)C1C(=O)OC(C)(C)C (stereo not given)	8	9	10	12	8	-70
5	O=C(c1ccccc1)n1c(-c2ccccc2)c(-c2ccccc2)c2ccccc21	-6	-28	7	-58	-22	-33

All compounds of this part (from the top)
entry	Structure	cln2 rad14	mec2-1	yeast sgs1 mgt1	bub3	rad50	yeast mlh1 rad18
1	CCN(CC)CCNc1c2ccc(Cl)cc2nc2c1c(C)nn2C	21	9	19	33	-7	7
2	COc1cc2c(cc1OC)C(C)N(C)c1c-2c(OC(C)=O)cc2cc(OC)c(OC)cc12 (stereo not given)	20	87*	64	42	83*	70*
3	O=[N+]([O-])c1ccc(N=Cc2ccccc2)cc1	4	-31	13	16	2	6
4	C/C=C1\CN(C(=O)OC(C)(C)C)C1C(=O)OC(C)(C)C (stereo not given)	8	9	10	12	8	-70
5	O=C(c1ccccc1)n1c(-c2ccccc2)c(-c2ccccc2)c2ccccc21	-6	-28	7	-58	-22	-33
6	COc1ccc2c3c(c4ccccc4c2c1)C(=O)OC3=O	19	11	17	22	28	19
7	S=C(N/N=C/c1ccc(Cl)cc1Cl)NC1CCc2ccccc21 (stereo not given)	-34	20	-10	-8	-12	-9
8	CCCCB1OB(CCCC)OB(CCCC)O1	5	-18	-6	7	-2	4
9	O=C(OCCCl)C1C2CCC(O2)C1C(=O)OCCCl (stereo not given)	23	12	15	15	21	4
10	C1CCC(C2CCC(C3CCCCC3)CC2)CC1 (stereo not given)	-46	-9	-10	6	-14	6

Single records (already shown):
COc1ccc2c3c(c4ccccc4c2c1)C(=O)OC3=O across the screens: cln2 rad14 = 19; mec2-1 = 11; yeast sgs1 mgt1 = 17; bub3 = 22; rad50 = 28; yeast mlh1 rad18 = 19
O=[N+]([O-])c1ccc(N=Cc2ccccc2)cc1 across the screens: cln2 rad14 = 4; mec2-1 = -31; yeast sgs1 mgt1 = 13; bub3 = 16; rad50 = 2; yeast mlh1 rad18 = 6

Next entries:
entry	Structure	cln2 rad14	mec2-1	yeast sgs1 mgt1	bub3	rad50	yeast mlh1 rad18
11	Cc1c(CCl)c(=O)oc2c(C)c3occ(CCl)c(=O)c3cc12	85*	82*	84*	87*	80*	78*
12	NCC(=O)Nc1ccccc1	55&4	-36&-32	-22&1	-20&-9	-20&0	-8&9
13	CC(=O)c1c(-c2ccco2)c(C#N)c(=S)n(C2OC(CO)C(O)C(O)C2O)c1-c1ccccc1 (stereo not given)	35	50	58	51	33	63
14	CC(C)OC(=O)Nc1ccc(F)c(F)c1	-3	-17	3	7	25	20
15	N#CCc1cccc2ccccc12	-17	-17	-14	-10	14	5
16	Cc1ccc2c(c1)C1(C)OC(C=CC1=O)O2 (stereo not given)	90*	91*	91*	88*	88*	x
17	CCOC(=O)/C=C(/C)c1ccccc1	1	18	7	-3	12	3
18	CCN(C/C=C/CN(CC)C(=S)Nc1ccccc1)C(=S)Nc1ccccc1	19	-8	5	-1	30	10
19	OCCN(CCO)c1ccc2c(c1)Cc1cc(Br)ccc1-2	-3	6	-4	22	1	5
20	CC(=O)c1c(C)c[nH]c1C	-20	-3	5	9	14	9
21	CCOc1ccc(C(=O)OC(C)C)cc1	3	4	2	-2	26	6
22	Cc1oc2ccccc2c(=O)c1CN1CCN(c2ccccc2)CC1	4	23	45	27	15	54
23	CCOc1ccc(OCC)cc1	-29	-1	-9	-11	4	5
24	CC(C)N(C(=O)C12C3C4C5(C(=O)O)C(C1C35I)C42C(=O)O)C(C)C (stereo not given)	14	11	-13	-10	-5	-4
25	Cc1cc(Cl)ccc1NC(=O)C(=O)C(C(=O)c1ccc2ccccc2c1)C1OC(=O)c2ccccc21 (stereo not given)	37	30	36	15	44	6
26	CC(C)(C)[C@@H]1NC(=O)CN1C(=O)OCc1ccccc1	-17	-35	-52	27	-22	-11
27	O=C(Nc1ccccc1[N+](=O)[O-])/C(=N/Nc1cccc(Cl)c1)c1c(O)c2ccccc2oc1=O	43	80*	90*	79*	87*	70*
28	CC1(C)N=C(N)N=C(N)N1c1cccc(OCc2cccc(N)c2)c1	66	6	-8	-37	16	9
29	CCOC(=O)c1c(C)c2c(n1C)CC/C(=C/NCCc1ccccc1)C2=O	30	79*	86*	90*	93*	93*
30	CC(=O)OC1C/C(C)=C/CCC(C)/C=C/C2(C)CCC(C(C)(C)O)C12 (stereo not given)	2	-10	12	14	2	18
31	COC1OC(C)C(OC(C)=O)C(OC(C)=O)C1OC(C)=O (stereo not given)	-24	12	10	12	0	10
32	Cc1ccc(S(=O)(=O)/C(C#N)=C/NC(=S)Nc2ccc(C)cc2C)cc1	-41	-27	-31	-41	-54	-41
33	Cc1ccc(S(=O)(=O)Oc2c([N+](=O)[O-])cc(-c3ccccc3)cc2[N+](=O)[O-])cc1	34	37	63	1	48	31
34	OCC(O)C(O)C(/C=N/Nc1ccccc1)=N/Nc1ccccc1 (stereo not given)	13	14	47	-5	44	60
35	CN1CCN(CCCO)CC1	-16	3	-9	5	-15	0
36	CCCCCCC(C)Oc1ccccc1Cl (stereo not given)	-24	-12	8	6	5	-21
37	O=c1[nH]nc(SCc2ccccc2)c(=O)n1C(c1ccccc1)c1ccccc1	28	12	19	8	26	5
38	COC(=O)Nc1cccc2ccccc12	-27	2	0	5	0	3
39	OC(c1ccc(Cl)cn1)c1c[nH]c2ccccc12 (stereo not given)	-46	-6	6	5	-11	14
40	O=[N+]([O-])c1ccc(Nc2nc3ccccc3s2)cc1	-22	12	-25	6	7	15
41	Cc1ccc(N(CN2C(=O)CCC2=O)CS(=O)(=O)c2ccc(C)cc2)cc1	21	-9	-9	-6	-2	1
42	c1ccc2c(c1)n1nnnc1c1nnnn21	24	-10	20	5	35	24
43	O=C(CCc1nnc2s/c(=C\c3ccccc3)c(=O)n12)Nc1cc(Cl)ccc1Cl	16	-2	-18	5	-31	-1
44	N#CCNC(=O)Cc1ccccc1	-12	-10	-10	-30	10	-5
45	O=C(NNc1ccccc1)c1ccc([N+](=O)[O-])cc1	92*	99*	99*	100*	99*	99*
46	COc1c(O)c2ccccc2c2cc(O)ccc12	-14	25	24	56	7	10
47	O=c1[nH]nc(-c2ccccc2)n1/N=C/c1ccncc1	10	16	15	18	22	23
48	N.N.N.N.O=C(O)C1OCCOCCOC(C(=O)O)C(C(=O)O)OCCOCCOC1C(=O)O.[Pt+2].[Pt+2] (stereo not given)	-26	-14	-12	-14	-33	-9
49	O=c1[nH]c(=O)c2[nH]c(=O)n(-c3ccccc3)c2[nH]1	-16	-8	-4	2	0	1
50	O=C(O)C(CO)Nc1ccccc1 (stereo not given)	13	10	22	-1	19	22
51	O=c1c2ccccc2c2cc3nc4ccc([N+](=O)[O-])cc4c(=O)n3c3cccc1c23	6	-3	-16	-5	0	-10
52	NCC(=O)NCC(=O)NC(Cc1ccc(OCc2ccccc2)cc1)C(=O)NC(CCCN=C(N)N)C(=O)O (stereo not given)	1	-14	-12	-2	20	24
53	CCOC(=O)c1ccc(NCc2ccc(CNc3ccc(C(=O)OCC)cc3)cc2)cc1	-12	-18	-36	-21	-35	-27
54	CC1CCCC2(CC[N+](C)(CCC[N+](C)(C)C)CC2)C1 (stereo not given)	15	-8	-16	-41	-10	-2
55	CC(=O)O[C@H]1CC[C@]2(C)C34OC3C[C@]3(C)[C@@H](C(C)=O)CC[C@H]3[C@]43C=C[C@@]2(C1)C1C(=O)OC(=O)C13 (stereo not given in full)	84*	90*	76*	92*	88*	93*
56	CC(=O)C1C(=O)C(=O)N(Cc2ccccc2)C1=O (stereo not given)	-19	-14	-27	-7	-20	-20
57	CCCCCCCCC(CC)(CC)C(=O)O	6	-5	20	-1	0	65
58	COc1cc(C2C3=C(COC3=O)OC(C)(C)Oc3cc4c(cc32)OCO4)cc(OC)c1O (stereo not given)	-29	-4	-7	-27	56	0
59	O=C1CCC(=O)N(CNc2cccc(Cc3cccc(NCN4CC(=O)CCC4=O)c3)c2)C1	-5	11	-8	-5	4	22
60	CCCCCCCCCCCCSS(=O)(=O)c1ccc(C)cc1	-35	9	6	-12	10	10

Continuation.
entry	Structure	cln2 rad14	mec2-1	yeast sgs1 mgt1	bub3	rad50	yeast mlh1 rad18
61	O=C1CCN2C=CC=CC2=N1	-27	-9	2	-19	-15	7
62	O=[N+]([O-])c1ccc(Cl)c(OCCBr)c1	1	3	-2	32	0	9
63	NC(=O)C1C(=O)c2cccc3c2C1CCCC3 (stereo not given)	-31	10	-6	-11	-11	21
64	Nc1nc(N)c2nn(-c3ccc(C(=O)O)cc3)nc2n1	-17	8	-5	-11	-14	6
65	O=C(Cc1nc(-c2ccc(Cl)cc2)no1)c1ccccc1	9	-13	-7	-11	-7	-8
66	COc1cc2c(c3c1c(=S)c1ccccc1n3C)C=CC(C)(C)O2	27	19	86*	83*	60	78*
67	Cc1ccc(S(=O)(=O)Oc2ccccc2Cl)cc1	-18	-7	7	-9	25	30
68	O=S1(=O)CC2=C(C1)C1C=CC2C2C=CC12 (stereo not given)	-36	-6	-10	-19	2	0
69	C=CC1ON(Cc2ccccc2)CCc2cc(OC)c(OC)cc21 (stereo not given)	10	12	7	33	7	3
70	Cc1ccc2ccccc2c1Br	-15	-1	2	-3	-5	-9
71	CC12CCC(=O)C=C1CCC1C2CCC2(C)C1CCC2(O)C(=O)Cn1c(=O)[nH]cc(F)c1=O (stereo not given)	11	-1	6	-1	-1	11
72	Oc1cc2ccccc2c2c1ccc1ccccc12	68	78*	87*	84*	84*	77*
73	N#Cc1c(Cl)nsc1-c1ccc([N+](=O)[O-])cc1	89*	93*	91*	92*	91*	85*
74	COC(=O)C1c2ccccc2CC(=O)N1N (stereo not given)	8	-8	-21	7	-3	9
75	CCCCC(=O)c1ccc(OC)cc1	7	-8	3	-8	2	-6
76	CCOC(=O)/C=C(/C)Nc1ccc(Cl)cc1	7	-24	-13	33	3	10
77	CC(=O)c1c(C)c(Cl)c(C)c(Cl)c1O	7	3	18	26	-15	7
78	CCCCCCCCCCCCCCCc1nc(SCC(=O)O)n[nH]1	81*	56	74*	37	55	90*
79	Cn1c(=O)c2[nH]c(NCc3ccccc3)nc2n(C)c1=O	-35	-4	1	0	27	0
80	CCCCCCCCCCCC[N+]1(C)CCCC1c1cccnc1 (stereo not given)	94*	98*	52	98*	50	97*
81	Cc1ccc2ccccc2c1Cc1c(C=O)[nH]c(=S)[nH]c1=O	82*	91*	97*	90*	95*	99*
82	C/C(CC(O)(C(F)(F)F)C(F)(F)F)=N/Nc1ccc([N+](=O)[O-])cc1[N+](=O)[O-]	99*	100*	100*	100*	99*	99*
83	CCC1(CCBr)C(=O)NC(=Nc2ccccc2)NC1=O (stereo not given)	-41	-6	6	10	6	-14
84	O=C(C[n+]1ccccc1Cl)c1ccc(I)cc1	9	25	53	20	18	57
85	C[n+]1c(-c2ccc(Cl)c(Cl)c2)c2cc(N)ccc2c2ccccc21	4	-23	31	7	15	14

Screening results: PubChem, NCI

The order is random. Share with any hit: about 13%.
